mcGAS lum = mouse cGAS inhibition by luminescence; AID 1259399; hit rate 0.15% among 160,000; inhibition, % at 12.5 µM; recombinant cGAS, Kinase-Glo ATP depletion luminescence; Q8C6L5;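 also: 0% = negative control wells and 100% = reference inhibitor with no enzyme activity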
hcGAS inh = inhibitors of human cGAS; Q8N884; recombinant h-cGAS, ATP depletion, Kinase-Glo luminescence; inhibition, % at 12.5 µM; hit rate 0.081% among 290,000;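 also: 0% = vehicle reaction and 100% = reaction without DNA for no activity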
Target sequence (Q8N884 whole entry, looked up): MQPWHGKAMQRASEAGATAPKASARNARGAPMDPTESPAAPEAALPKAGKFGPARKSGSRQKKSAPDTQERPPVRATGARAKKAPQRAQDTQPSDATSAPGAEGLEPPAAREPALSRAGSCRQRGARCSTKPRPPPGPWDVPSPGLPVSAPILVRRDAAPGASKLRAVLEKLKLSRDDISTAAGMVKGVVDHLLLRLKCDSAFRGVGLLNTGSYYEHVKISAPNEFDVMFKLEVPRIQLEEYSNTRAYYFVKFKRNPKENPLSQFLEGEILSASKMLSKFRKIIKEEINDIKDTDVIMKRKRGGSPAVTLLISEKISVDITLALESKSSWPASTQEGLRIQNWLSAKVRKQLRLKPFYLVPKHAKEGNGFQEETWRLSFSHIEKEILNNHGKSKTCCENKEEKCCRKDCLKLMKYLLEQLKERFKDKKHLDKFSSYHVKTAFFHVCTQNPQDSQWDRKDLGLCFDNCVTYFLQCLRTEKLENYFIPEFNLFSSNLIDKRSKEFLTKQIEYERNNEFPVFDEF
NPYLR7 ag = mosquito NPYLR7 agonism. HEK293T NPYLR7/Galpha15, GCaMP6s calcium fluorescence. activation, % at 10 µM. hit rate 0.15% among 270,000. AID 1259423; in the data active = activation above about 40%;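 also: 0% = vehicle and 100% = reference agonist at the receptor; some compounds past the cut are filed as inactive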
Active calls of the source: *; · = not tested or not shown; & = joins results of further samples. Rule as the data show it, unless noted: active = inhibition above about 40%; inactive = the rest.

SMILES | mcGAS lum | hcGAS inh | NPYLR7 ag
O=C(Oc1ccc(-c2nc(-c3ccncc3)no2)cc1)c1ccccc1 | · | -6 | -8
COCCCN(CC(=O)N(Cc1ccccc1)Cc1ccc(C)s1)C(=O)Nc1ccc(F)c(Cl)c1 | -4 | -5 | 16
CC(=O)c1cccc(NC(=O)NCc2cccc(NC(=O)N(C)C)c2)c1 | · | -5 | 7
O=C(Nc1ccc(Oc2cccnc2)cc1)c1ccccc1C1CCNC1 (stereo not given) | -10 | -5 | 1
Cc1ccc(NC(=O)Cn2nnc(C(=O)NCc3ccccc3Cl)c2N)c(C)c1 | -7 | -7 | -8
Cc1cc(C(F)(F)F)nc(CNC(=O)C2CCC(=O)N(Cc3ccc(Cl)cc3)C2)n1 (stereo not given) | · | -3 | -1
COc1cccc(NC(=O)NC(Cc2ccccc2)c2nnc(SCc3ccc(F)cc3)n2-c2ccc(C)cc2)c1 (stereo not given) | -5 | -7 | 4
COc1cccc(OCc2nc(C(=O)NC(C)C)cs2)c1 | -5 | -1 | -5
CN1CCN(c2ncnc3ccc(-c4cccc(-c5ccn[nH]5)c4)cc23)CC1 | -12 | 2 | 25
CCN(CC)CCSc1nc(O)c(CCC(C)C)c(=O)[nH]1 | -5 | 1 | 5
O=C(O)c1cc2cc3c(cc2[nH]1)OCCO3 | · | -6&0 | 1&1
O=C(NCc1ccco1)c1coc(CN(Cc2cccc(C(F)(F)F)c2)Cc2ccc(Cl)cc2Cl)n1 | 1 | -1 | -4
CCc1cccc(N(C)C(N)=Nc2cccc3ccccc23)c1 | -1 | 4 | 1
Cc1cc(CN(C)C(=O)c2ccc3oc(Cc4ccc(Cl)cc4)nc3c2)on1 | · | -3 | 16
COc1ccc(S(=O)(=O)NCCOc2cc(N3CCCC3)ncn2)cc1F | · | -3 | 1
CC(C)Cc1ccc(C(=O)C2CCN(C(=O)C(C)n3cncn3)CC2)cc1 (stereo not given) | · | 1 | -1
COc1coc(C(=O)NCc2ccc3c(c2)OCO3)cc1=O | · | -5 | 10
COc1cc2c(cc1OC)C(c1ccccc1)N(C(=O)C1CC(=O)N(Cc3ccccc3)C1)CC2 (stereo not given) | -8 | -8 | -5
C=CCN(CC(=O)N1CCc2sccc2C1c1ccc(F)cc1)C(=O)c1cccc(F)c1 (stereo not given) | -1 | 0 | 0
Cc1nc(C)n(CCCNC(=O)C23CC4CC(CC(C4)C2)C3)n1 | -5 | -5 | ·

Two compounds from above, showing only NPYLR7 ag and mcGAS lum:
| structure | NPYLR7 ag | mcGAS lum |
| --- | --- | --- |
| O=C(NCc1ccco1)c1coc(CN(Cc2cccc(C(F)(F)F)c2)Cc2ccc(Cl)cc2Cl)n1 | -4 | 1 |
| CCc1cccc(N(C)C(N)=Nc2cccc3ccccc23)c1 | 1 | -1 |

(next part)
SMILES | mcGAS lum | hcGAS inh | NPYLR7 ag
O=C(c1ccc(N2CCCCC2=O)cc1)N1CCN(S(=O)(=O)c2ccccc2[N+](=O)[O-])CC1 | · | -3 | 6
Fc1cccc(F)c1C=NNc1ccccn1 | -7 | -11 | 0
Cc1nc2n(n1)C(=O)C(C(c1ccccc1Cl)N1CCN(Cc3ccccc3)CC1)S2 (stereo not given) | -7 | -5 | -3
Cc1ccc(C(=O)N2CCC(N3CCCC(C(=O)N4CCCC4)C3)CC2)cc1O (stereo not given) | · | 2 | 5
COc1cc(C(=O)N2CCC(N3CCCC(C(=O)N4CCCC4)C3)CC2)ccn1 (stereo not given) | · | -7 | -8
O=C(c1ccco1)N1CCCC(C(=O)N2CCN(S(=O)(=O)c3ccccc3)CC2)C1 (stereo not given) | · | -7 | 2
Cc1ccc(C)c(C2CC(c3ccc(F)cc3)=NN2C(=O)CN2CCC3(CC2)OCCO3)c1 (stereo not given) | -3 | -5 | -2
O=C(CCCO)NCCc1nc2ccccc2n1Cc1c(F)cccc1Cl | · | -5 | -8
CC1(C)O[C@@H]2C[C@@](OCc3ccccc3F)(C(=O)NCCN3CCCC3)CC(OCC3CC3)[C@@H]2O1 (stereo not given in full) | -5 | -2 | 7
CCOC(=O)CSc1nc(N)c(C#N)c(CC)c1C#N | · | -5 | -2
Cc1cc(C)n(CCNC(=O)c2ncc[nH]2)c(=O)n1 | · | -10 | 23
CC1CC(N2CCN(c3nccs3)CC2)C(=O)O1 (stereo not given) | · | -8 | -1
O=C1OC(c2ccccc2)C2(CCCC2)C(=O)C12CCCC2 (stereo not given) | · | -10 | 3
CCc1nnc(NC(=O)c2cc(Cl)c3c(c2)OCO3)s1 | -4 | 1 | 5
CC(C)c1cc(CN2CCN(Cc3ccsc3)C(CCO)C2)[nH]n1 (stereo not given) | -7 | -4 | 6
Cc1oc(-c2cccc(Oc3ccccc3)c2)nc1CN1[C@@H]2CC[C@H]1CNC(=O)C2 | · | -4 | 10
COc1ccc(CCN(Cc2ccc(C)s2)C(=O)CN(C(C)C)S(=O)(=O)c2ccc(Br)cc2)cc1OC | -5 | -1 | -3
COc1cccc(C(=O)Nc2c(-c3cccc(F)c3)nc3cc(C)ccn23)c1 | 0 | -2 | -13
Cc1c(F)cccc1NC(=O)CNC(C)c1cc(F)cc(F)c1 (stereo not given) | · | -4 | -6
Cc1nc2nc(-c3ccc(F)cc3)cc(C(=O)O)c2[nH]1 | -9 | -4 | 2

Molecules above with a CF3 group, in the order listed:
SMILES | mcGAS lum | hcGAS inh | NPYLR7 ag
Cc1cc(C(F)(F)F)nc(CNC(=O)C2CCC(=O)N(Cc3ccc(Cl)cc3)C2)n1 (stereo not given) | · | -3 | -1
O=C(NCc1ccco1)c1coc(CN(Cc2cccc(C(F)(F)F)c2)Cc2ccc(Cl)cc2Cl)n1 | 1 | -1 | -4

Further records:
SMILES | mcGAS lum | hcGAS inh | NPYLR7 ag
COc1cc(OC)cc(C(=O)Nc2nc(-c3ccc(Br)cc3)cs2)c1 | -7 | -5 | -8
O=C(NCCc1ccccn1)C(=O)c1ccc(C2CCCCC2)cc1 | -1 | -2 | -10
CN/C(=C\[N+](=O)[O-])NCCSCc1ccc(CN(C)C)o1 | -4 | 3&2&-3&8 | -14&15&-9&5
Cc1ccnc(SCCn2c(N3CCN(c4ccccc4)CC3)nc3c2c(=O)n(C)c(=O)n3C)n1 | · | -5 | 1
COC1(OC)c2nonc2C(OC)(OC)c2nonc21 | · | -10 | 25
COc1ccc(N2CCN(C3CC(=O)N(C4CC4)C3=O)CC2)cc1 (stereo not given) | · | -9 | 7
COc1ccccc1N1C(=O)c2ccc(OC)c(OC)c2C1=O | 0 | -5 | 0
CSCC(C)(O)CNc1cccc(F)c1C(C)=O (stereo not given) | · | -11 | 7
CCCCc1[nH]nc2ccnc(-c3cccc(CO)c3)c12 | -6 | -7 | 6
CCSc1ncc(-c2c(-c3ccccc3)ncn2Cc2ccon2)cn1 | · | -7 | -1

Two records picked at random from the list so far, as already listed:
SMILES | mcGAS lum | hcGAS inh | NPYLR7 ag
CN/C(=C\[N+](=O)[O-])NCCSCc1ccc(CN(C)C)o1 | -4 | 3&2&-3&8 | -14&15&-9&5
Cc1ccnc(SCCn2c(N3CCN(c4ccccc4)CC3)nc3c2c(=O)n(C)c(=O)n3C)n1 | · | -5 | 1

Returning to the listing with the two entries that preceded the break.
SMILES | mcGAS lum | hcGAS inh | NPYLR7 ag
CCCCc1[nH]nc2ccnc(-c3cccc(CO)c3)c12 | -6 | -7 | 6
CCSc1ncc(-c2c(-c3ccccc3)ncn2Cc2ccon2)cn1 | · | -7 | -1
O=c1ccc(-c2ccc(F)cc2)nn1Cc1cccc(C(F)(F)F)c1 | · | -11 | 10
CCCSc1nc(N)cc(=O)[nH]1 | · | -2 | -1
FC(F)(F)Oc1ccc(CNc2nccnc2-c2ccc(OC(F)(F)F)cc2)cc1 | -2 | -7 | -7
Cc1occc1C(=O)NN=Cc1cc(Br)ccc1O | -5 | -5 | -4
O=c1c2nc(N3CCOCC3)sc2c(-c2ccccc2)nn1Cc1ccc(Cl)cc1 | -10 | -10 | -4
O=C(CCNc1cc(C2CCNCC2)ncn1)NC1CCCCC1 | · | -6 | 27
CCCN1CCC(C)(C(=O)Nc2cccc(OC(C)C)c2)C1 (stereo not given) | · | -15 | 2
COc1cc(=O)n(-c2ccccc2C)nc1C(=O)Nc1ccc(Cl)cc1Cl | · | -3 | 14
CC(=O)OCC(=O)Nc1cccc(-c2cccc(-c3ccc(F)cc3F)n2)c1 | -5 | -3 | -1
Cc1cc(N2CCN(c3ccccc3)CC2)nc(-n2cc([N+](=O)[O-])cn2)n1 | -6 | -2 | 5
O=C(/C=C/c1ccc2c(c1)OCO2)NCCC1=CCCCC1 | -6 | -4 | 19
Cc1ccc(S(=O)(=O)N2CCOCC2)cc1C(=O)Nc1ccccc1C(=O)O | -2 | -5 | -9
Cc1ccccc1-n1cc(-c2ccnc(NC3CCNCC3)n2)cn1 | -2 | 3 | 8
O=C(NC(Cc1ccccc1)c1nnc(SCc2ccc(F)cc2)n1-c1ccc(Cl)cc1Cl)c1ccccc1Br (stereo not given) | -5 | -8 | -2
O=CNc1cc(-c2ccoc2)cn2c(-c3ccc(F)cc3)cnc12 | 2 | -4 | -3
Cc1cc(CN(Cc2ccsc2)Cc2ccco2)n(C)n1 | · | -13 | 7
COc1ccc2oc(CNC(=O)CN3CCCCCC3)nc2c1 | · | -5 | 1
CCn1c(C2CCCN(C(=O)c3cccnc3NC)C2)nn(C)c1=O (stereo not given) | · | -5 | 7
CCN(CC)c1ncccc1CNC(=O)C1CCN(C(=O)N(C)C)CC1 | · | -6 | 21
CCNC(c1cccnc1)c1ccc2c(c1)CCC2 (stereo not given) | -3 | -4 | 6
O=C(NCc1ccc(Cl)cc1)c1cc(N2CCSCC2)nc2ccccc12 | -2 | -7 | 10
O=C(CCCC(=O)N1CC[C@H](CO)[C@@H](O)C1)c1ccccc1 | -10 | -4 | 0
Cc1ccc(C2C(=C(O)c3ccccc3)C(=O)C(=O)N2CCN2CCOCC2)o1 (stereo not given) | -1 | 6 | -2
Cc1cc(=O)n2nc(-c3ccccc3)c(=O)n(N)c2n1 | · | 3 | -2
CC(=O)O[C@@H]1c2cc(O)c(C)c(O)c2CO[C@@]12O[C@@H](C)CC[C@H]2OC(C)=O | -2 | -1 | 21
Cn1nc(C(=O)NCC2(O)CCNC2)c2c1CCCC2 (stereo not given) | -11 | -6 | 6
N#CC(=Cc1ccc(-c2ccc(Cl)c(C(F)(F)F)c2)o1)C(N)=S | · | -10 | 9
CCOc1ccc(-c2ccnc(N3CCN(C(=O)c4ccc(F)cc4C(F)(F)F)CC3)n2)cc1 | -5 | -2 | -4
C=CCN(CC=C)c1cc(Oc2ccc(F)cc2C)ncn1 | -4 | 2 | -8
FC(F)(F)C1CN(c2nnnn2-c2ccc(-c3ccccc3)cc2)CCO1 (stereo not given) | -13 | -5 | ·
NC(=O)CCN(Cc1ccccc1)S(=O)(=O)c1c(Cl)cccc1Cl | · | -4 | 7
CC1CC(=O)c2cnc(N3CCC(Cc4ccccc4)CC3)nc2C1 (stereo not given) | -5 | -2 | 3
CN(c1ccccc1)c1ccccc1NC(=O)C1CCOC1 (stereo not given) | -5 | -5&-10 | 5&-2

Compound activity: PubChem, Fisher Drug Discovery Resource Center
